Source: PubChem
BLM helicase inh: qHTS Assay for Inhibitors of Bloom's syndrome helicase (BLM). Potency, µM (top dose mostly 56.1 µM), without a hit: at the top dose activity change, negative = inhibition, actives largely listed as inhibitors. recombinant BLM DNA unwinding, fluorescence dequenching. actives 0.2% (n = 350,000). RecQ-like DNA helicase BLM (Homo sapiens), P54132. AID 2528, 2010;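 note: potency is the fitted concentration of half-maximal effect; plate controls were vehicle for no effect and no enzyme for full effect; nearly all actives have a fitted effect of over 35% in size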
APEX1 inh: qHTS Assay for Inhibitors of the Human Apurinic/apyrimidinic Endonuclease 1 (APE1). DNA repair nuclease/redox regulator APEX1 (Homo sapiens), P27695. recombinant APE1, TAMRA/BHQ-2 abasic DNA cleavage fluorescence. Potency, µM (highest dose often 65.8 µM), for inactives: at the top dose activity change, negative = inhibition, usual class: inhibitors. actives 0.35% (n = 350,000);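 note: potency is the fitted concentration of half-maximal effect; plate controls were vehicle for no effect and reference inhibitor for full effect; nearly all actives have a fitted effect of over 55% in size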
Target sequence (P27695 whole entry, looked up): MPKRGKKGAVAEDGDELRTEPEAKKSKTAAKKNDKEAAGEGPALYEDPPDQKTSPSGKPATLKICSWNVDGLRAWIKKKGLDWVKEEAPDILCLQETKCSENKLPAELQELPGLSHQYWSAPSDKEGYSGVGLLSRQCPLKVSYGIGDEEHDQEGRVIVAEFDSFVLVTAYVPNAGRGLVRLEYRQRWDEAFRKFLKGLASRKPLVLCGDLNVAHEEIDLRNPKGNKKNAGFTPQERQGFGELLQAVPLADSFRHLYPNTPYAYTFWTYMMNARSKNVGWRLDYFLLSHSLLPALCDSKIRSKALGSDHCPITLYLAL
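Endonuclease cleavage of a quenched abasic-site DNA duplex (50 nM) by APE1 (0.75 nM) was tracked by TAMRA dequenching. Compounds were preincubated with enzyme 15 min at room temperature; data normalized to buffer-only and DMSO wells plus NSC13755 control.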
TRHR agonist: qHTS for Small Molecule Agonists and Allosteric Enhancers of Human TRH Receptor: Primary Screen for Agonists | Thyrotropin-releasing hormone receptor (Homo sapiens), P34981 | TRHR cells, calcium flux fluo-8, FDSS agonist mode | activation, % at 2 µM | actives 0.18% (n = 360,000); in the data active = activation above about 30%; note: 0% is about no effect
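In this calcium-flux screen, cells bearing human TRHR are dye-loaded with fluo-8, baselined for 10 cycles, then exposed to library compounds; positive kinetic calcium responses during the agonist phase mark hits, with TRH as control.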
12-LOX inh: Primary qHTS assay for inhibitors of human arachidonate 12S-lipoxygenase (ALOX12): Round 2. AID 1671190, 2021. purified 12hLO, xylenol orange hydroperoxide absorbance. actives 1.1% (n = 580,000). Polyunsaturated fatty acid lipoxygenase ALOX12 (Homo sapiens), P18054. Potency, µM (doses to about 108 µM), without a hit: at the highest dose activity change, negative = inhibition, actives largely listed as inhibitors; note: potency is the fitted concentration of half-maximal effect; % is set by controls: 0 for no effect and ±100 for the full control effect
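Purified human 12hLO at 150 nM in 25 mM Hepes, 0.01% Triton X-100, pH 7.0, preincubated 15 min at room temperature with compound. Reaction started with 40 uM arachidonic acid, 30 min at room temperature. Hydroperoxide measured by Fe-xylenol orange, 573/405 nm absorbance ratio.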
Anesthetic bind: qHTS Assay for Identification of Novel General Anesthetics; Ferritin light chain (Equus caballus), P02791; apoferritin/1-aminoanthracene competitive binding, fluorescence; Potency, µM (highest dose often 77.5 µM), inactives show top-dose activity change, negative = displacement, hits mostly inhibitors; actives 0.074% (n = 350,000); note: potency is the fitted concentration of half-maximal effect; % is set by controls: 0 for no effect and ±100 for the full control effect; nearly all actives have a fitted effect of over 20% in size
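Steps: apoferritin (10 uM) was premixed with half-saturated 1-AMA in PBS, compounds were pin-transferred, plates stood 10 min at room temperature, fluorescence was read at 380/535 nm, and curves were fitted with a Hill equation.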
ERG-DNA inh: qHTS for Small Molecule Inhibitors of the ERG Ets/DNA interaction; Transcriptional regulator ERG (Homo sapiens), P11308; fluorescence polarization, His-ERG Ets domain / labelled DNA; Potency, µM (top dose mostly 76.9 µM), for the others: at the highest dose FP activity, negative = inhibition, hits mostly inhibitors; actives 0.028% (n = 370,000); active = well fitted inhibition curve with a large enough effect in the polarisation, with a control signal flat; inconclusive = small, poorly fitted or top-dose-only effect, or effect the other way, or a change in a side signal; inactive = no such curve, though single readings can be large or run the other way; the % refers to the polarisation;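 note: polarization taken with two DNA probes labelled with fluorescein and Texas red; potency is the fitted concentration of half-maximal effect; % of control where 0% means no effect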
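His-tagged ERG Ets domain (1 uM in the protein solution; 300mM KCl, 50mM Tris-HCl, 1mM EDTA, 1mM DTT, pH 7.5) received compound, then a probe mix of 5 nM fluorescein-DNA and 100nM Texas-615-DNA. Fluorescence polarization was read for both dyes.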
POLK inh: qHTS for Inhibitors of Polymerase Kappa. purified Pol kappa, fluorescent DNA synthesis assay, 10 min. Potency, µM (series often up to 107 µM), without a hit: at the highest dose activity, negative = inhibition, hits mostly inhibitors. actives 0.53% (n = 400,000). AID 588579, 2011; note: potency is the fitted concentration of half-maximal effect; % is set by controls: 0 for no effect and ±100 for the full control effect
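50 nM final substrate added after 15 min RT preincubation of 10 nM Pol kappa with compound; fluorescence read at 0 and 10 min.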
POLI inh: qHTS for Inhibitors of Polymerase Iota. DNA polymerase iota (Homo sapiens), Q9UNA4. Pol iota fluorescent replication assay, 10 min. Potency, µM (top dose mostly 115 µM), without a hit: at the highest dose activity, negative = inhibition, most hits filed as inhibitors. actives 1% (n = 390,000); note: potency is the fitted concentration of half-maximal effect
Target sequence (Q9UNA4 whole entry, looked up): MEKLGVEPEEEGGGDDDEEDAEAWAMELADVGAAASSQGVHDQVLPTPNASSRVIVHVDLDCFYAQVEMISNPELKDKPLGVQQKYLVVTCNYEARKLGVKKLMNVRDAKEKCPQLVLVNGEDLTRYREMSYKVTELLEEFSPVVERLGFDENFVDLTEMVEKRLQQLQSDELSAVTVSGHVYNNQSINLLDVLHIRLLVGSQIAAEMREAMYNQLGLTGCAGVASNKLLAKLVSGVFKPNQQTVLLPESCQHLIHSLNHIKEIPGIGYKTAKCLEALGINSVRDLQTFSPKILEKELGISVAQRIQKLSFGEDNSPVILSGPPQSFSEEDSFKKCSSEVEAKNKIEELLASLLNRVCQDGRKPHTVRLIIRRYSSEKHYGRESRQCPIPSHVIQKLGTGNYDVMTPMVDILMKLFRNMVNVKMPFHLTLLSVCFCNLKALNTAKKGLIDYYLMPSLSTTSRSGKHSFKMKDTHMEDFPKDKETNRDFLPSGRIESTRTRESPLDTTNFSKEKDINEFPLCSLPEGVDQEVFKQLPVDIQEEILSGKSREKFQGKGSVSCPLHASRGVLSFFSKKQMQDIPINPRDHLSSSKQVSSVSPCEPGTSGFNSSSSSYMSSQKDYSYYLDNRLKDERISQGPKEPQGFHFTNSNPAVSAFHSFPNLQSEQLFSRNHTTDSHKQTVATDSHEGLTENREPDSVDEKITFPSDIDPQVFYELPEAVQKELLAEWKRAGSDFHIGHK
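Pol iota at 10 nM preincubated 15 min with compounds at room temperature; reaction started with fluorescent substrate, 50 nM final. Fluorescence read kinetically at 0 and 10 min; buffer-only wells as negative control.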
Pol beta inh: qHTS Assay for Inhibitors of DNA Polymerase Beta | Potency, µM (doses to about 114 µM), for the others: top-dose activity change, negative = inhibition, most hits filed as inhibitors | Pol beta primer extension/strand displacement, fluorescence kinetic | P06746 | actives 1.3% (n = 340,000); note: potency is the fitted concentration of half-maximal effect; % is set by controls: 0 for no effect and ±100 for the full control effect
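Reaction started by 50 nM substrate onto compound-treated Pol beta (10 nM, 15 min preincubation, room temperature); plates read at 0 min and 10 min. Normalized concentration-effect data fitted by four-parameter Hill equation.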
An asterisk follows results filed as active; u = inconclusive; x = not tested or not shown; & = joins results of further samples; [ ] = remark or other dose. Unless noted, calls come from the whole dose curve; as a rule, active = well fitted curve in the direction sought with a large enough effect; inconclusive = small, poorly fitted or top-dose-only effect, or another doubt; inactive = no such curve, though single readings can be large; an effect the other way counts as inactive or inconclusive. The list is partial; count on the stated rates, not on these rows.

SMILES	BLM helicase inh	APEX1 inh	TRHR agonist	12-LOX inh	Anesthetic bind	ERG-DNA inh	POLK inh	POLI inh	Pol beta inh
CN(C)c1nc2n(c(=O)n1)CCS2	-1%	6%	0.2	20%	-9%	-6%	2%	-9%	3%
O=c1[nH]c(=O)n(Cc2ccccc2)c2c1C(C(F)(F)F)(C(F)(F)F)N=C(c1ccco1)N2	-6%	0%	1.3	u	-10%	-3%	0%	-14%	-6%
Cc1ccccc1OCc1nnc(SCC(=O)Nc2ccc(N3CCOCC3)c(Cl)c2)n1C	-6%	16%	-1.2	-19%	u	u	-4%	-4%	7%
CCN(CC)c1ccc(NC(=O)CSc2nc(-c3cccs3)cc(C(F)(F)F)n2)cc1	0%	x	-0.8	-21%	u	-1%	2%	-27%	u
COC(=O)c1cc2c(=O)n3ccccc3nc2n(C)c1=N	6%	-7%	-0.3	x	308%[activator]	x	x	x	4%
COc1ccc(CCNS(=O)(=O)c2csc(C(N)=O)c2)cc1OC	-4%	22%	0.1	-2%	1%	-1%	-4%	30%	33%
Clc1cccc(Cl)c1Cn1nnc(-c2cccs2)n1	5%	20%	0.1	-17%	-6%	-16%	7%	-2%	41%
Nc1cccc(C#Cc2ccc3c(c2)C(=O)/C(=C/c2ccsc2)O3)c1	x	14%	x	-3%	x	13%	9%	7%	x
CC(SCC(=O)Nc1ccc(F)cc1)c1nc2ccccc2c(=O)[nH]1 (centres undefined)	0%	33%	0.5	x	0%	6%	-11%	1%	1%
N#CCSc1nnc(COc2ccccc2)n1-c1ccccc1	-7%	10%	-0.2	0%	-3%	4%	-2%	7%	20%
Cc1cccc(C)c1OCc1nnc(SCC(=O)NCc2ccccc2)o1	-7%	-5%	-1.4	1%	-22%	0%	-8%	0%[58.9 µM]	2%
Cc1cc(Br)ccc1NC(=O)C1CCN(C(=O)c2ccco2)CC1	2%	10%	-0.5	-5%	3%	-11%	-1%	23%	10%
CSCCC(NC(=O)c1ccc(Br)cc1)C(=O)O (centres undefined)	-5%	0%	3.2	-1%	1%	1%	-19%	93%[activator]	6%
O=[N+]([O-])c1cccc(/C=N/Nc2nc(NCc3ccccc3)nc(N3CCOCC3)n2)c1	2%	1%	-0.3	17%	3%	8%	-4%	10%	-2%
COc1ccccc1C(=O)NCCC(=O)N(C)CC(=O)Nc1c(Cl)cccc1Cl	x	-9%	0.1	-7%	x	3%	-13%	12%	x
COC(=O)c1ccc(Nc2nc(C)nc3c2nnn3Cc2ccccc2)cc1	-5%	-1%	0.1	-27%	-5%	3%	-2%	8%	-2%
CCOC(=O)N1CCC(NC(=O)c2cccc3c2C(=O)N(Cc2cccnc2)C3)CC1	1%	5%	-0.2	212%[activator][57.4 µM]	-3%	-1%	0%	20%	-24%
Cc1cc2nc(-c3cccc(NC(=O)COc4ccc(C(C)C)cc4)c3)oc2cc1C	-1%	x	0.5	-17%	-4%	0%	6%	13%	4%
c1ccc(Cc2nnc3n2N=C(c2ccccc2)CS3)cc1	-13%	15%	-1.7	-1%	-20%	-7%	-20%	7%	u
Cc1cc(NS(=O)(=O)c2ccc(NC(=O)Cc3ccc(Cl)c(Cl)c3)cc2)no1	x	13%	0.2	11%	x	11%	0%	2%	x

Complete entries, looked up by structure. Order of screens: BLM helicase inh	APEX1 inh	TRHR agonist	12-LOX inh	Anesthetic bind	ERG-DNA inh	POLK inh	POLI inh	Pol beta inh
Entry for O=[N+]([O-])c1cccc(/C=N/Nc2nc(NCc3ccccc3)nc(N3CCOCC3)n2)c1 = 2%	1%	-0.3	17%	3%	8%	-4%	10%	-2%
Entry for COC(=O)c1ccc(Nc2nc(C)nc3c2nnn3Cc2ccccc2)cc1 = -5%	-1%	0.1	-27%	-5%	3%	-2%	8%	-2%
Entry for Cc1cccc(C)c1OCc1nnc(SCC(=O)NCc2ccccc2)o1 = -7%	-5%	-1.4	1%	-22%	0%	-8%	0%[58.9 µM]	2%

The results go on:
SMILES	BLM helicase inh	APEX1 inh	TRHR agonist	12-LOX inh	Anesthetic bind	ERG-DNA inh	POLK inh	POLI inh	Pol beta inh
CC1(C)CC(=O)N(CC(=O)N2CCN(c3ncccn3)CC2)c2ccccc2S1(=O)=O	0%	1%	0.3	246%[activator]	6%	-11%	14%	15%	-5%
COc1ccccc1N(C)S(=O)(=O)c1ccc(C(=O)OCC(=O)Nc2ccccc2F)cc1	-13%	u	1.5	-7%	-20%	10%	-6%	-27%	12%
COC(=O)Cn1c(C(F)(F)F)nc2ccccc21	2%	-7%	-0.5	-8%	28%	0%	-17%	42%[activator]	-3%
Cc1ccc(-c2cc(C(=O)NN3CCOCC3)c3cc(Br)ccc3n2)o1	2%	-3%	0.5	u	132%[activator]	3%	-13%	13%	u
CCN1CCN(C(=S)c2ccc(Cl)cc2)CC1	0%	3%	-0.5	-27%	-7%	-4%	2%	u	18%
Cc1cc(C)c2c(CN3CCCCC3)cc(=O)oc2c1	-3%	24%	0.1	27%&-18%	-4%	-7%	0%	108%[activator]	9%
CSc1ncc(CN2CCN(C(C)C)C(CCO)C2)cn1 (centres undefined)	-1%	-2%	-0.7	8%	0%	1%	3%	42%[activator]	26%
N#Cc1ccc(CSc2nnc(Nc3ccccc3)s2)cc1	-7%	-4%	-0.8	0%[57.4 µM]	-11%	6%	-4%	-1%	16%
CC(=O)N1CCN(C(=O)c2cccc(S(=O)(=O)N3CCOCC3)c2)CC1	x	53%	0.6	6%	x	-19%	1%	92%[activator]	x
CC(C)NC(=O)N1CCCC2(CCN(C(=O)c3cc(C(F)(F)F)cc(C(F)(F)F)c3)CC2)C1	0%	6%	x	-23%[57.4 µM]	x	x	-11%[60.1 µM]	x	x
COc1ccccc1-c1cc(SC)c(C#N)c(=O)o1	-5%	0%	0.1	-2%	-12%	11%	-1%	24%	1%
Cc1cc(C)c2nc(N(CCCN(C)C)C(=O)c3ccc4c(c3)CCCC4)sc2c1	x	-16%	2.9	u	x	-10%	-13%	25%	x
O=c1o[nH]c(-c2ccccc2)c1C=Nc1ccc(Cl)cc1	0%	-5%	0.2	-5%	u	1%	-5%	24%	5%
O=c1oc2c3c4c(cc2c2c1CCC2)OCCN4CCC3	1%	-2%	0.6	9%	909%[activator]	-2%	-15%	x	-4%
CCOc1ccccc1N1CCN(C(=O)c2cccc(S(=O)(=O)N3CCOCC3)c2)CC1	x	2%	1.7	71%[activator]	x	-8%[15.4 µM]	-1%	13%	x
COc1ccc(CN2CCN(C(=O)C3CC(=O)N(C4CCCCCC4)C3)CC2)c(OC)c1OC (centres undefined)	-2%	-5%	1.3	6%	-14%	1%	-8%	-5%	2%
CC1CCc2sc3nc(NCc4ccco4)n4ncnc4c3c2C1 (centres undefined)	-10%	1%	-0.1	u	-11%	-2%	-11%	5%	3%
O=C(Nc1ccc(Cl)c(Cl)c1)Nc1nnc(CC2=CCCCC2)s1	1%	14%	1.2	0%	-4%	11%	1%[60.1 µM]	25%	43%
Cc1ccc(CCCOC(=O)CN2CCCCC2)cc1	-5%	19%	0.3	2%	-16%	-4%	-10%	75%[activator]	-4%
COc1cccc(C2C(C(=O)Nc3ccc(Cl)cc3)=C(C)Nc3nc4ccccc4n32)c1 (centres undefined)	-4%	x	2.1	-17%	-19%	-4%	-12%	11%	0%
O=C(CNC(=O)c1ccccc1)N/N=C/c1ccc([N+](=O)[O-])s1	-6%	2%	-1.0	u	u	14%	-2%	75%[activator]	-12%
COc1ccc(C(=O)NNC(=O)CCn2nnc(-c3ccc(Cl)cc3)n2)cc1OC	-3%	-2%	-0.6	1%	-10%	-4%	3%	40%[activator]	0%
CC(=O)c1ccc(-c2ccc([C@H]3[C@@H]4C=CCC[C@@]4(C)C(=O)N3Cc3ccccc3)c(F)c2)cc1	-9%	1%	0.4	-22%	-19%	-9%	-1%	-12%	-1%
COc1ccccc1CNC(=O)Cc1ccccc1	1%	-14%	-0.2	u	-11%	4%	3%	154%[activator]	20%
O=C(NCCCCc1ccccc1)c1ccc(Br)cc1	-2%	52%[activator]	-0.1	0%	-3%	-4%	-14%	-6%	1%
CCCC(=NCc1ccccc1)C1=C(O)C(C(=O)OC)C(C)(C)CC1=O (centres undefined)	-9%	8%	0.0	-6%	-18%	x	-4%	-6%	1%
COc1ccc(-c2nc3nc(C)cc(=O)n3[nH]2)cc1	-2%	0%	0.2	-11%	-4%	x	-5%	54%[activator]	5%
CC(=O)Nc1cccc(C(=O)OCC(=O)NC(C)c2ccc(F)cc2)c1 (centres undefined)	1%	1%	0.3	7%	u	-3%	-25%	129%[activator]	7%
Clc1ccc(-c2csc(N/N=C/c3cccnc3)n2)c(Cl)c1	-13%	17%	0.2	-24%	-10%	9%	-25%	111%[activator]	79µM*
O=C(OCc1ccccc1)N1C=CC2CC1c1c(Cl)cccc12 (centres undefined)	x	x	x	9%	x	-3%	-16%	u	x
Cc1ccc2oc3nc(C)c(C(=O)Nc4cccc(C(F)(F)F)c4)cc3c(=O)c2c1	0%	-4%	0.7	x	-12%	-4%	4%	-5%	1%
Cc1nn(C)cc1CNC(=O)Nc1cccc(Cl)c1	-4%	u	-0.8	u	-2%	6%	-9%	28%	-2%
